High-throughput results (PubChem)
SENP6 block – SENP6 protease inhibitors, primary screen, biochemical, luminescence, uHTS; Sentrin-specific protease 6 (Homo sapiens), Q9GZR1; Recombinant SENP6 catalytic domain, aminoluciferin luminescence; inhibition, % at 10 µM; hit rate 1.8% among 330,000; AID 2599, 2010;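 active = inhibition above about 50% at the single tested dose, limit read from the data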;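 note: plate controls were DMSO wells with enzyme for no effect and DMSO wells lacking enzyme for full effect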
Target sequence (Q9GZR1 628-1112 limits assumed): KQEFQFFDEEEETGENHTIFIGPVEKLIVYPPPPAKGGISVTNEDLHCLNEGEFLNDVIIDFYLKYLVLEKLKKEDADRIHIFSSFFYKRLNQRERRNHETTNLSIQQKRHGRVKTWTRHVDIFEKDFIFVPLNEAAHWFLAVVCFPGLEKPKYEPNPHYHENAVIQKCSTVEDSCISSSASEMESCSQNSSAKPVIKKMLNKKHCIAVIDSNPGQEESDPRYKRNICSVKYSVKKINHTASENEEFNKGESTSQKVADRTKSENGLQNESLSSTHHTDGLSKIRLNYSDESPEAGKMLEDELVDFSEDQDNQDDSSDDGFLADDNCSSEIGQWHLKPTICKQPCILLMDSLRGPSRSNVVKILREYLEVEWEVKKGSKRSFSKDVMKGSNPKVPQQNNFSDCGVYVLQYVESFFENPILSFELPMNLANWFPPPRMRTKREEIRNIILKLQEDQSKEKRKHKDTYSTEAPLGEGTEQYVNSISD
SENP8 block-1 – human SENP8 protease inhibitors, primary screen, biochemical, fluorescence, Nedd8 protein substrate, uHTS; recombinant SENP8; inhibition, % at 20 µM; AID 602440, 2012; hit rate 0.64% among 360,000; Sentrin-specific protease 8 (Homo sapiens), Q96LD8; in the data active = inhibition mostly above about 40%, no sharp cut-off; inactive = mostly below about 27%
Target sequence (Q96LD8 whole entry, looked up): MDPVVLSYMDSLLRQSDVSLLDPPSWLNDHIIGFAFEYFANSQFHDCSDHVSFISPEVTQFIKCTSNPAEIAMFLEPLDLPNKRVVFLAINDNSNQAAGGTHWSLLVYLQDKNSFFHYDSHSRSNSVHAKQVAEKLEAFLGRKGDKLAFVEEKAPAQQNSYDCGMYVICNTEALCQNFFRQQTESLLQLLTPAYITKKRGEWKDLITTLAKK
SENP7 block – SENP7 protease inhibitors, primary screen, biochemical, luminescence, uHTS | recombinant SENP7, Z-RLRGG-aminoluciferin luminescence, 40 min | Sentrin-specific protease 7 (Homo sapiens), Q9BQF6 | hit rate 1.5% among 330,000 | inhibition, % at 5 µM;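 active = inhibition above about 50% at the single test dose, limit read from the data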;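 note: plate controls were DMSO with enzyme for no effect and no enzyme buffer wells for full effect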
SENP8 block-2 – SENP8 protease inhibitors, primary screen, biochemical, luminescence | Sentrin-specific protease 8 (Homo sapiens), Q96LD8 | AID 2540, 2010 | hit rate 1.2% among 330,000 | inhibition, % at 10 µM | purified SENP8, Z-RLRGG-aminoluciferin cleavage; in the data active = inhibition above about 50%
Apaf-1 inh – inhibitors of human Apaf-1 apoptosome, primary screen, biochemical, DEVD-Rh110 fluorescence, uHTS. Apoptotic protease-activating factor 1 (Homo sapiens), O14727. reconstituted apoptosome caspase-3 activity. inhibition, % at 20 µM. hit rate 0.71% among 330,000. AID 489030, 2010; active = inhibition of at least 40% at 20 µM;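 note: plate controls were DMSO wells for no effect and DEVD-CHO caspase inhibitor wells for full effect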
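Assay system – apoptosome proteins · Medium – Hepes buffer, pH 7.5 · Also added – cytochrome c with DEVD-Rh110 · Timing – 30 min compound preincubation, 50 min activation, room temperature · Detection – Rh110 fluorescence, excitation 480 nm, emission 540 nm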
SENP1 inh – human SENP1 catalytic domain inhibitors, primary screen, biochemical, FRET, uHTS; recombinant SENP1 catalytic domain, CyPet-SUMO1-YPet FRET cleavage; Sentrin-specific protease 1 (Homo sapiens), Q9P0U3; hit rate 0.21% among 360,000; inhibition, % at 10 µM;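 active = inhibition at least 30% at 10 µM, raw YFP signal under a set limit, fluorescence ratio 0.5 to 1.5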;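 note: 0% = enzyme with DMSO and 100% = no enzyme wells; some results filed as inactive read as strong as hits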
Target sequence (Q9P0U3 419-644 limits assumed): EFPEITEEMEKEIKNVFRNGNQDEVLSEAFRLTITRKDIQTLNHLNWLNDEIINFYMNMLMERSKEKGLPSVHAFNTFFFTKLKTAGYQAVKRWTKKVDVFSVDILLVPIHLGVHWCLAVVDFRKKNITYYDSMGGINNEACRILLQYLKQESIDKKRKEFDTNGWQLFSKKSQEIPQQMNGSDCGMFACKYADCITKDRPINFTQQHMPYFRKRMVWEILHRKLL
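Material – human SENP1 catalytic domain · Input – SENP1 enzyme, 20 pM final · Compound dosing – single concentration of 10 µM compound, 0.5% DMSO final · Timing – enzyme reaction for 50 min at room temperature, dark · Measured by – FRET fluorescence in CFP and YFP emission channels · Control set – no-enzyme wells low, DMSO-plus-enzyme wells high control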
UBC13 inh – UBC13 polyubiquitin chain formation inhibitors, primary screen, biochemical, TR-FRET, uHTS. inhibition, % at 20 µM. hit rate 0.47% among 330,000. Ubiquitin-conjugating enzyme E2 N (Homo sapiens), P61088; in the data active = inhibition above about 45%, passing the limit was not always enough
Target sequence (P61088 whole entry, looked up): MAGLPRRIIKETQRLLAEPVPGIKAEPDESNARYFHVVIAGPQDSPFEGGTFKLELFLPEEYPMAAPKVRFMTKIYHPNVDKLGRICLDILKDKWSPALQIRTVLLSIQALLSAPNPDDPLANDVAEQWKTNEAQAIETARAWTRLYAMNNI
APOBEC3G inh – APOBEC3G DNA deaminase inhibitors, primary screen, biochemical, fluorescence, single-stranded DNA substrate, uHTS; DNA dC->dU-editing enzyme APOBEC-3G (Homo sapiens), Q9HC16; recombinant A3G, ssDNA deamination FAM/TAMRA fluorescence; inhibition, % at 20 µM; hit rate 0.28% among 330,000; AID 493012, 2011;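 active = inhibition of at least 40% at 20 µM, with no more than 30% in the related APOBEC3A deaminase screen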;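 note: plate controls were DMSO wells with A3G for no effect and wells lacking A3G enzyme for full effect; some compounds called inactive have numbers as strong as hits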
The depositor's hits bear a star.

#1 CC(=O)N1CCCc2cc(S(=O)(=O)N3CCCC(C(=O)Nc4cc(C)ccc4C)C3)ccc21 (stereo unspecified)
#2 COCC1CCN(Cc2cn[nH]c2-c2cc(OC)c(OC)c(OC)c2)CC1
#3 Cc1oc(=O)c(NC(=O)c2cccc(Cl)c2)cc1C(=O)c1ccccc1
#4 COc1ccc(CNC(=O)C2CCCN(c3nc4ccccc4o3)C2)c(OC)c1 (stereo unspecified)
#5 Cc1ccc(Cn2c(=O)n(C)c(=O)c3sccc32)cc1

assay / compound,1,2,3,4,5
SENP6 block,-14,-12,-12,-7,7
SENP8 block-1,7,13,-59,14,11
SENP7 block,-14,-1,-4,-9,-3
SENP8 block-2,-16,5,-11,-4,-1
Apaf-1 inh,4,-9,4,-4,-2
SENP1 inh,0,-3,-5,3,-1
UBC13 inh,6,4,5,11,12
APOBEC3G inh,-9,-7,-3,-7,5

#6 COc1ccc(NC(=O)c2ccc(S(=O)(=O)N3CC(C)CC(C)C3)cc2)cc1S(N)(=O)=O (stereo unspecified)
#7 N#C/C(=C/c1ccccc1[N+](=O)[O-])c1nnc2n1CCCCC2
#8 COc1cccc(NC(=O)NC2CCCc3ccccc32)c1 (stereo unspecified)
#9 COc1ccc(CCN2CC(C(=O)NCCN3CCCC3=O)CCC2=O)cc1 (stereo unspecified)
#10 Cc1nc(-c2ccc(NC(=O)/C=C\C(=O)O)cc2)cs1

assay / compound,6,7,8,9,10
SENP6 block,-3,7,-7,-4,-18
SENP8 block-1,-163,20,3,-2,16
SENP7 block,5,0,3,1,-6
SENP8 block-2,7,-5,3,5,9
Apaf-1 inh,-24,-5,-4,2,-2
SENP1 inh,1,1,0,3,2
UBC13 inh,13,2,8,0,-9
APOBEC3G inh,-8,-3,-4,17,-3

#11 CN(C(=O)CSc1nc2ccc(Br)cc2c(=O)n1Cc1ccco1)C1CCS(=O)(=O)C1 (stereo unspecified)
#12 CSc1nc(C(C)C)ccc1CNC(=O)CC(C)c1ccccc1 (stereo unspecified)
#13 CC(=O)c1ccc(NC(=O)c2cc(-c3cccs3)on2)cc1
#14 CCc1ccc(OCC(=O)O/N=C(\N)c2cccnc2)cc1
#15 COc1ccc(C2=NN(C(=O)CSc3nnnn3C)C(c3ccco3)C2)cc1 (stereo unspecified)

assay / compound,11,12,13,14,15
SENP6 block,1,-12,-15,-26,6
SENP8 block-1,26,14,4,-4,-7
SENP7 block,0,-7,0,9,-1
SENP8 block-2,0,-9,-6,-19,2
Apaf-1 inh,6,21,1,10,-4
SENP1 inh,2,2,1,1,-2
UBC13 inh,7,2,-3,3,4
APOBEC3G inh,-7,-2,-10,1,-10

#16 Cc1ccccc1S(=O)(=O)N1[C@@H](c2ccccc2)C(C(=O)O)=CC[C@H]1c1ccc(Cl)cc1
#17 CCC(=O)N1CCc2cc(S(=O)(=O)NC(C(=O)NCc3ccc(F)cc3)C(C)C)ccc21 (stereo unspecified)
#18 COc1ccc(N2CCN(Cc3nc(N)nc(N4CCCc5ccccc54)n3)CC2)cc1
#19 CCC(Sc1nnc(C)c(=O)[nH]1)C(=O)Nc1cccc2ccccc12 (stereo unspecified)
#20 Cc1nn(-c2ccccc2)c(N2CCCC2)c1/C=N/n1cnc2scc(-c3ccccc3)c2c1=O

assay / compound,16,17,18,19,20
SENP6 block,2,-6,-6,20,-3
SENP8 block-1,-3,20,9,12,16
SENP7 block,-10,-6,-5,0,0
SENP8 block-2,7,2,2,0,-3
Apaf-1 inh,18,1,19,1,15
SENP1 inh,0,3,-1,2,2
UBC13 inh,-22,-7,-5,-3,-4
APOBEC3G inh,-5,1,-6,-5,-5

#21 CCCCn1c(N)c(N(CCC(C)C)C(=O)C2CCCN(C(=O)c3ccc(Cl)cc3)C2)c(=O)[nH]c1=O (stereo unspecified)
#22 Fc1ccccc1CN1CCCCCCC1
#23 CC(C)Sc1nc(O)c(Cc2ccccc2)c(=O)[nH]1
#24 COc1ccc(CCN2C(=O)CC(N3CCOCC3)C2=O)cc1OC (stereo unspecified)
#25 CCOc1ncccc1C(=O)N(C)CC1COc2ccccc2O1 (stereo unspecified)

assay / compound,21,22,23,24,25
SENP6 block,-4,-39,8,-14,-1
SENP8 block-1,-3,16,7,-22,23
SENP7 block,5,-5,-7,-6,7
SENP8 block-2,2,-1,-6,-1,-1
Apaf-1 inh,5,-8,11,-9,0
SENP1 inh,-3,2,0,4,4
UBC13 inh,-3,6,-23,2,9
APOBEC3G inh,-5,-3,-4,-6,-6

#26 Cc1ccccc1C(=O)NN1CCOCC1
#27 Cc1cc([N+](=O)[O-])nn1CC(=O)Nc1nccs1
#28 CCN(CC1CCCO1)C(=O)c1cc(COc2ccc(OC)cc2Cl)on1 (stereo unspecified)
#29 CCCCSc1nc(C)cc(C)c1S(=O)(=O)c1ccccc1C
#30 O=C(CN1C(=O)C2C3CCC(C3)C2C1=O)OCC(=O)c1ccccc1 (stereo unspecified)

assay / compound,26,27,28,29,30
SENP6 block,7,0,-23,-6,3
SENP8 block-1,20,5,3,18,2
SENP7 block,-2,0,8,0,0
SENP8 block-2,-2,-2,-9,-3,8
Apaf-1 inh,4,-5,3,12,0
SENP1 inh,-1,2,0,1,2
UBC13 inh,6,8,-2,5,-12
APOBEC3G inh,-1,-4,-5,-4,-9

#31 COc1ccc(N2CCN(C(=O)CCc3ccc(S(=O)(=O)NC(C)C)cc3)CC2)cc1
#32 O=C(Nc1nc2ccccc2[nH]1)C1CCN(S(=O)(=O)c2cccs2)CC1
#33 COc1ccccc1N1CCN(CC(O)COCc2cccs2)CC1 (stereo unspecified)
#34 COc1ccc2sc(N(CCCN(C)C)C(=O)c3ccc(S(=O)(=O)N(C)Cc4ccccc4)cc3)nc2c1
#35 CCc1ccc(/C=c2\s/c(=C\C(=O)C(C)(C)C)[nH]c2=O)cc1

assay / compound,31,32,33,34,35
SENP6 block,5,-6,0,-3,2
SENP8 block-1,12,18,15,14,-6
SENP7 block,3,-1,3,8,-3
SENP8 block-2,-6,6,2,-6,-1
Apaf-1 inh,-17,3,-13,34,30
SENP1 inh,1,-2,0,-3,-15
UBC13 inh,1,-2,4,48*,-11
APOBEC3G inh,-1,-2,-5,-6,-2

#36 O=C(Nc1ccnn1C1CCN(C2CCCCC2)CC1)c1ccccc1
#37 Cc1onc(-c2ccccc2Cl)c1C(=O)NCc1cccs1
#38 CCN(C(=O)COC(=O)CN(C)S(=O)(=O)c1ccc(NC(C)=O)cc1)C1CCS(=O)(=O)C1 (stereo unspecified)
#39 O=C(CNc1cc(S(=O)(=O)N2CCOCC2)ccc1N1CCCC1)NCc1ccco1
#40 Cc1ccn2c(=O)c(NC(=O)c3cccs3)c(C)nc2c1

assay / compound,36,37,38,39,40
SENP6 block,3,8,-16,1,-7
SENP8 block-1,0,24,2,-10,-30
SENP7 block,3,0,-1,10,-9
SENP8 block-2,7,-2,-4,6,-9
Apaf-1 inh,-3,-8,5,-5,2
SENP1 inh,-27,-3,0,0,-1
UBC13 inh,2,7,-1,3,-8
APOBEC3G inh,-5,-4,-6,-8,-6

#41 CN(C)C(=O)c1ccc(NC(=O)COc2cccc(Oc3ccccc3)c2)cc1
#42 CC(=O)[C@@]1(O)CC[C@H]2[C@@H]3C[C@H](C)C4=CC(=O)C=C[C@]4(C)[C@@]3(F)[C@@H](O)C[C@@]21C
#43 CC1CCCCC1NC(=O)Cn1nc(-c2ccccc2)ccc1=O (stereo unspecified)
#44 COc1ccc(-n2nc(C(=O)NCC(=O)NCC3CCCO3)c3ccccc3c2=O)c(OC)c1 (stereo unspecified)
#45 COc1ccc(/C=C/C(=O)NC(=S)Nc2ccc(S(N)(=O)=O)cc2)cc1

assay / compound,41,42,43,44,45
SENP6 block,2,6,4,-3,-7
SENP8 block-1,8,-8,6,4,-4
SENP7 block,5,-6,-1,2,-2
SENP8 block-2,-4,-10,-3,-7,8
Apaf-1 inh,61*,9,-12,6,-80
SENP1 inh,-3,2,3,1,3
UBC13 inh,32,-7,4,0,3
APOBEC3G inh,-9,-1,-3,-1,-4

#46 O=C(Nc1ccccc1)Nc1ccc(Br)cc1F
#47 CCCC1CCc2[nH]nc(C(=O)NN)c2C1 (stereo unspecified)
#48 CN(Cc1ccccc1)C(=O)c1ccccc1C(=O)O
#49 CC1CCN(CCCCOc2ccccc2-c2ccccc2)CC1
#50 O=C(CN1C(=O)NC2(CCCc3ccccc32)C1=O)Nc1cccc(S(=O)(=O)N2CCCCC2)c1 (stereo unspecified)

assay / compound,46,47,48,49,50
SENP6 block,13,8,9,2,-4
SENP8 block-1,11,12,10,15,11
SENP7 block,28,12,5,-6,-1
SENP8 block-2,10,-13,3,-4,-4
Apaf-1 inh,0,11,-8,3,-10
SENP1 inh,-1,2,1,3,0
UBC13 inh,8,-13,1,21,2
APOBEC3G inh,-6,1,3,-9,-3

#51 CCOc1cccc2cc(C(=O)NC(C)c3ccccc3)c(=N)oc12 (stereo unspecified)
#52 CCN(CC)S(=O)(=O)c1ccc(NC(=O)COC(=O)CN2C(=O)c3ccccc3C2=O)cc1
#53 COCCCNC(=S)N1CCN(c2ccc([N+](=O)[O-])cc2)CC1
#54 CCC(CC)c1nnc(NC(=O)c2ccc(N3CCCC3=O)cc2)s1
#55 Cc1ccc(N2C(=O)CC(N3CCc4ccccc43)C2=O)cc1Cl (stereo unspecified)

assay / compound,51,52,53,54,55
SENP6 block,-6,8,-15,-17,15
SENP8 block-1,-38,13,32,-35,13
SENP7 block,17,5,-5,-7,7
SENP8 block-2,-2,-1,-3,-6,2
Apaf-1 inh,22,11,-8,-7,-6
SENP1 inh,1,2,-2,1,2
UBC13 inh,-4,8,2,7,2
APOBEC3G inh,-1,-1,-9,-4,2

#56 COc1cccc(CC(=O)N2CCN(c3ccccc3[N+](=O)[O-])CC2)c1
#57 Cc1ccccc1-n1cc(CNC(=O)CCc2nnc(CCc3ccccc3)o2)cn1
#58 Cc1ccc2[nH]c(=O)c3cc(C(=O)NC(C)C)sc3c2c1
#59 CN(C(=O)Cn1nc(C(=O)O)c2ccccc2c1=O)C1(C#N)CCCCC1
#60 CC(C)Cn1c(-c2cccnc2)nc2c1c(=O)[nH]c(=O)n2CC(C)C
#61 CN(CC(=O)Nc1cccc(F)c1)C(=O)CC1CCCCC1

assay / compound,56,57,58,59,60,61
SENP6 block,-10,-11,9,-19,3,-3
SENP8 block-1,-23,4,-282,10,-79,12
SENP7 block,-13,-7,0,8,-6,-4
SENP8 block-2,-10,-5,3,3,5,3
Apaf-1 inh,9,6,6,-2,-8,4
SENP1 inh,-19,0,-1,2,0,2
UBC13 inh,-7,-14,18,-7,1,4
APOBEC3G inh,-4,5,-8,3,-6,-15

Four compounds drawn at random from those above, as already listed:
#52 CCN(CC)S(=O)(=O)c1ccc(NC(=O)COC(=O)CN2C(=O)c3ccccc3C2=O)cc1
#9 COc1ccc(CCN2CC(C(=O)NCCN3CCCC3=O)CCC2=O)cc1 (stereo unspecified)
#15 COc1ccc(C2=NN(C(=O)CSc3nnnn3C)C(c3ccco3)C2)cc1 (stereo unspecified)
#56 COc1cccc(CC(=O)N2CCN(c3ccccc3[N+](=O)[O-])CC2)c1

assay / compound,52,9,15,56
SENP6 block,8,-4,6,-10
SENP8 block-1,13,-2,-7,-23
SENP7 block,5,1,-1,-13
SENP8 block-2,-1,5,2,-10
Apaf-1 inh,11,2,-4,9
SENP1 inh,2,3,-2,-19
UBC13 inh,8,0,4,-7
APOBEC3G inh,-1,17,-10,-4
